HEK293 tox = kills HEK 293 cells | AID 1345083 | Potency, µM (titrated, usually from 115 µM), without a hit: top-dose activity change, negative = cytotoxicity, usual class: inhibitors | HEK 293 viability, ATP luminescence (CellTiter-Glo), 48-72 h | actives 6.6% (n = 94,000); also: potency is read from the fitted curve at half-maximal effect; nearly all actives have a fitted effect of over 60% in size
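HEK 293 seeded at 250 cells/well receive compound via pintool. After 48 or 72 hr at 37 degree Celsius, 5% CO2 and 95% humidity, CellTiter-Glo is dispensed and luminescence read following 10 min at room temperature.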
FLuc inh = inhibitors of firefly (Photinus pyralis) luciferase; AID 1347043; Potency, µM (highest dose often 115 µM), without a hit: top-dose activity change, negative = inhibition, actives largely listed as inhibitors; actives 2.5% (n = 76,000); P08659; purified P. pyralis luciferase, luminescence, biochemical; also: potency is read from the fitted curve at half-maximal effect; nearly all actives have a fitted effect of over 65% in size
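Purified 10nM P. pyralis luciferase with 10uM D-luciferin and 10uM ATP in 50mM Tris acetate pH 7.5, 10mM Mg acetate, 0.01% Tween-20, 0.05% BSA. qHTS titration; luminescence read by CCD imager.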
SNCA viab count = reduces viability of HEK-293 SNCA reporter cells; HEK-293-SNCA-luc viability, GF-AFC fluorescence, 24 h; Potency, µM (doses to about 57.1 µM), without a hit: top-dose activity change, negative = cytotoxicity, actives largely listed as cytotoxic; actives 0.12% (n = 150,000); AID 1671193;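 also: potency is read from the fitted curve at half-maximal effect; 0% = DMSO-treated cells and -100% = medium-only wells without cells; nearly all actives have a fitted effect of over 30% in size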
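HEK-293-SNCA-luc cells (1500/well) plated 24 h, then exposed 24 h to a dilution series; GF-AFC added 30 min at 37C, fluorescence 405/540 nm; normalised to medium-only and DMSO wells, Hill fit.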
GPT2 inhibitor = blocks human glutamate pyruvate transaminase 2; Q8TD30; Recombinant GPT2, coupled pyruvate oxidase/HRP Amplex Red fluorescence; Potency, µM (doses to about 57.7 µM), inactives show top-dose activity change, negative = inhibition, actives largely listed as inhibitors; actives 0.25% (n = 100,000); also: potency is read from the fitted curve at half-maximal effect; nearly all actives have a fitted effect of over 60% in size; many of its hits are not listed in these tables
Target sequence (Q8TD30 whole entry, looked up): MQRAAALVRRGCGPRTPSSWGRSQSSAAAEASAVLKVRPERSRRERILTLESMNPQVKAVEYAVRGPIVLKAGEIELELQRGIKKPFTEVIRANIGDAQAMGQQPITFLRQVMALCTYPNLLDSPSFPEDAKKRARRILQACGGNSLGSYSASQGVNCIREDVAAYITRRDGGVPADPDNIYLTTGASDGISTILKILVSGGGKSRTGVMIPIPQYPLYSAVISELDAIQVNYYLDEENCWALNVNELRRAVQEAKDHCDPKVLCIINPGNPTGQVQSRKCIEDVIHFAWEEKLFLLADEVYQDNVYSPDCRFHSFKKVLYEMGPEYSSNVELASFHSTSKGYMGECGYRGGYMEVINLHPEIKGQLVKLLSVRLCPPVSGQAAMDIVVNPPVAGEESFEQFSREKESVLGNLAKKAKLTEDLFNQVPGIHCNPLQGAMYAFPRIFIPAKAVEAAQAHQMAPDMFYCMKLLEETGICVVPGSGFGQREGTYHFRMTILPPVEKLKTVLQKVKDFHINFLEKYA
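Recombinant GPT2 (10ng/uL) with 250uM a-KG and 2mM L-alanine, 30 min at room temperature, in HEPES pH 7.5 buffer. Pyruvate detected by pyruvate oxidase/HRP/Amplex Red fluorescence after 30 min in the dark; AOA (50uM) as positive control.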
SNCA expr inh = reduces expression of the alpha-synuclein gene | actives 0.17% (n = 140,000) | HEK-293 SNCA-luciferase knock-in, luminescence, 24 h | Potency, µM (doses to about 57.2 µM), for the others: at the top dose activity change, negative = inhibition, usual class: inhibitors;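 also: potency is read from the fitted curve at half-maximal effect; plate controls were DMSO cells for no effect and cell-free wells for full effect; nearly all actives have a fitted effect of over 45% in size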
3T3 cytotox = kills NIH 3T3 cells; NIH 3T3 viability, CellTiter-Glo ATP luminescence, 48-72 h; actives 4.3% (n = 94,000); Potency, µM (series often up to 96.7 µM), without a hit: top-dose activity change, negative = cytotoxicity, most hits filed as inhibitors; also: potency is read from the fitted curve at half-maximal effect; nearly all actives have a fitted effect of over 55% in size
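Cytotoxicity is measured as loss of cellular ATP: NIH 3T3 cells (400/well) are exposed to compound for 48 or 72 hr at 37 °C, then CellTiter-Glo luminescence is imaged after 10 min at room temperature.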
IP6K1 inhibitor = IP6K1 kinase inhibition | actives 0.81% (n = 140,000) | activity change, % (series mostly up to about 58 µM) | AID 1645851 | IP6K1 kinase, ADP-Glo luminescence, 2 h; stronger effect = lower value; in the data active = activity change below about -25%
Target sequence (Q92551 whole entry, looked up): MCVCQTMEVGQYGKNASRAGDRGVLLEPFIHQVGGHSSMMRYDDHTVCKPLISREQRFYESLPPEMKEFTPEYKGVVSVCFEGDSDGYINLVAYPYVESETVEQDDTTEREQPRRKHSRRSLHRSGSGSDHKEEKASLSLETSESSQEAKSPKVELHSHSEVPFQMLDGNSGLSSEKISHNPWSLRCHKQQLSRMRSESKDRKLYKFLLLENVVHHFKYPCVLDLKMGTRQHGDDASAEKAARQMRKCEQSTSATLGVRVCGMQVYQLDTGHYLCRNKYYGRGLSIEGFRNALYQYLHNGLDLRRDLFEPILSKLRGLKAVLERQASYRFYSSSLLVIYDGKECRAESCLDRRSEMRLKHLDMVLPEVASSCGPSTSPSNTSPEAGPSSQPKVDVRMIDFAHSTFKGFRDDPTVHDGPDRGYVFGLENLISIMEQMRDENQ
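ADP-Glo luminescence measures ADP made by human IP6K1 during a 2 h RT reaction with ATP/IP6 (mix at 1.3 mM/130 uM); top library doses 57.5 and 19.1 uM final.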
Active calls of the source: *; i = inactive; ? = inconclusive; nt = not tested or not shown; [ ] = dose if it differs, or a comment. Unless noted, calls follow the shape of the dose curve; as a rule, active = well fitted curve in the direction sought with a large enough effect; inconclusive = small, poorly fitted or top-dose-only effect, or another doubt; inactive = no such curve, though single readings can be large; an effect the other way counts as inactive or inconclusive. Unless noted, % is scaled to controls: 0 for no effect and ±100 for the full control effect.

SMILES | HEK293 tox | FLuc inh | SNCA viab count | GPT2 inhibitor | SNCA expr inh | 3T3 cytotox | IP6K1 inhibitor
CN1CCCCCCN(C(=O)c2cccn2C)[C@H]2CCC[C@H]2C1=O | ? | 0% | -1% | 5% | 3% | -12% | -5
COc1ccc(-c2cc(OC(=O)c3ccc(Cl)cc3)c3c(C)oc(C)c3c(=O)c2)cc1 | nt | nt | -18% | nt | -16% | nt | -4
COc1cccc(-c2ccc(CN3CCCC3C(=O)NCC(F)F)cc2)c1 (stereo not given) | ? | nt | 1% | 3% | 2% | ? | -2
CN(C)c1ccc(CN[C@H]2CC(C)(C)[C@@H]3C[C@@](C)(O)CC[C@]23CCC(=O)NCc2cccnc2)cc1 | -18% | 1% | -5% | i | -1% | 0% | -2
O=C(CCN1CCN2CCCC2C1)N1c2ccccc2Sc2ccc(Cl)cc21 (stereo not given) | nt | nt | -2%[12.5 µM] | -3%[27.3 µM] | 0%[17 µM] | nt | 26
COC(=O)c1cc(C)nc2c1c(=O)nc(SCc1cc(C)ccc1C)n2C1CC1 | nt | nt | -8% | nt | -19% | nt | 17
CN(C)c1cccc(C(=O)NC2CCN(c3cc(-c4ccc(Cl)cc4)[nH]n3)C2)c1 (stereo not given) | ? | 13µM* | -12% | -31% | 119%[activator] | ? | 1
O=C(c1ccncc1)N1CCC(Cc2nc(C3CC3)n[nH]2)CC1 | i | 0% | -1% | -5% | 4% | -2% | -8
O=C(Nc1ccccc1)N1CCC(C(=O)N2CCC(c3nc4ncccc4[nH]3)CC2)CC1 | i | nt | 2% | i | 10% | -12% | 5
CN(Cc1noc(C2CCCC2)n1)C(=O)Cn1ncc2ccccc2c1=O | -10% | -2% | 7% | ? | 6% | -1% | -5
COC(=O)[C@@H]1Cc2c([nH]c3ccccc23)[C@H]2C[C@@H](NCCCn3ccnc3)C[C@@H](c3cccc(Cl)c3)N21 | 28µM* | -4% | -3% | 1% | 2% | 18µM* | 5
COCCNC(=O)[C@@H]1C[C@H](Oc2ccccc2)CN1C(=O)c1ccc(OC)cc1OC | -4% | -10% | -23% | 4% | 4% | -3% | -6
CCOC(=O)c1sc2ccccc2c1S(=O)(=O)Nc1cc(OC)ccc1OC | nt | nt | 4% | nt | 26% | nt | 6
COc1cccc(N2CCN(C(=O)c3cc4c(s3)CN(C3CCCC3)C4)CC2)c1 | ? | ? | 10% | i | -6% | ? | 18
COC1C(=O)N(c2cccc(F)c2)C12CCN(C(=O)C1CCCC1)CC2 (stereo not given) | ? | -7% | -4% | i | -1% | -14% | -1
Cc1cc(Oc2c(C(F)(F)F)oc3c(CN4CCC(C)CC4)c(O)ccc3c2=O)cc(C)c1Cl | nt | nt | -6% | nt | 6% | nt | 2
CN1CC(=O)N(C2CCC2)Cc2c1ncnc2N1CCC(O)CC1 | -3%[172 µM] | 0%[172 µM] | 1%[87.6 µM] | 1%[88.5 µM] | 3%[87.6 µM] | -18%[138 µM] | -1
Cc1cnc(-c2ccccc2)n1CCNC(=O)c1cccnc1 | -15% | -12% | 12% | i | 5% | ? | 13
COc1ccc(-c2noc([C@@H]3C[C@@H](O)CN3Cc3cccc(C#N)c3)n2)cc1 | ? | 22µM* | -17%[87.6 µM] | -6%[88.5 µM] | 85%[activator][87.6 µM] | -26%[138 µM] | 4
Cc1cccc(CN2C[C@@H](C(=O)O)C[C@H](C(=O)N3CCN(C)CC3)C2)n1 | -35% | -17% | -6% | 3% | -16% | -27% | -1

6 structures from above, arranged by heavy-atom count, largest number first.
SMILES | HEK293 tox | FLuc inh | SNCA viab count | GPT2 inhibitor | SNCA expr inh | 3T3 cytotox | IP6K1 inhibitor
Cc1cc(Oc2c(C(F)(F)F)oc3c(CN4CCC(C)CC4)c(O)ccc3c2=O)cc(C)c1Cl | nt | nt | -6% | nt | 6% | nt | 2
COc1ccc(-c2cc(OC(=O)c3ccc(Cl)cc3)c3c(C)oc(C)c3c(=O)c2)cc1 | nt | nt | -18% | nt | -16% | nt | -4
CN(C)c1cccc(C(=O)NC2CCN(c3cc(-c4ccc(Cl)cc4)[nH]n3)C2)c1 (stereo not given) | ? | 13µM* | -12% | -31% | 119%[activator] | ? | 1
COc1cccc(-c2ccc(CN3CCCC3C(=O)NCC(F)F)cc2)c1 (stereo not given) | ? | nt | 1% | 3% | 2% | ? | -2
COC1C(=O)N(c2cccc(F)c2)C12CCN(C(=O)C1CCCC1)CC2 (stereo not given) | ? | -7% | -4% | i | -1% | -14% | -1
CN1CCCCCCN(C(=O)c2cccn2C)[C@H]2CCC[C@H]2C1=O | ? | 0% | -1% | 5% | 3% | -12% | -5

(next part)
SMILES | HEK293 tox | FLuc inh | SNCA viab count | GPT2 inhibitor | SNCA expr inh | 3T3 cytotox | IP6K1 inhibitor
O=C(c1ccc(F)cc1Cl)N1CCC2(CC1)NC(=O)N(Cc1ccccc1)C2=O | ? | 16% | 3% | i | -11% | -14% | 34
COc1cccc(-c2ccc(CN3CCCC(NC(=O)c4ccccc4Cl)C3)cc2)c1 (stereo not given) | 20µM* | nt | -24% | -9% | 37%[activator] | 28µM* | 0
CCOc1ccc(OCC)c(NC(=O)C2CCN(S(=O)(=O)c3cn(C)cn3)CC2)c1 | nt | nt | 12% | nt | 8% | nt | 27
O=C(Cc1ccc(NC(=O)N2CCSc3ncccc32)cc1)NCc1ccccc1 | nt | nt | 9% | nt | 6% | nt | 14
COc1ccc(NC(=O)CSc2nc3ccccc3n2CC(=O)N(C)C2CCCCC2)cc1 | nt | nt | ? | nt | 30%[activator] | nt | 17
Cc1ncc(Cl)c(C(=O)N2CCCn3nc(CO)cc3C2)n1 | i | 10% | 4% | -1% | 14% | 2% | 0
Cc1noc(C)c1CN1CCN(c2ccc(F)cc2)CC1 | 7% | 3% | 9% | i | 12% | -13% | -8
CCC(=O)N(C1CCOCC1)C1CCN(S(=O)(=O)c2ccccc2CC)CC1 | -12% | -3% | -3% | i | ? | -12% | 1
CC[C@H]1CN(C(=O)c2ccc(F)cc2)CC[C@H]1CC(=O)Nc1ccccc1 | ? | 13%[172 µM] | -5%[87.6 µM] | -9%[88.5 µM] | -23%[87.6 µM] | -25%[174 µM] | -4
COc1ccccc1CC(=O)N1CCc2c(nc3cc(-c4ccccc4Cl)[nH]n3c2=O)C1 | 0% | ? | 2% | i | 0% | -18% | 19
O=C(/C=C/c1ccc(O)cc1)O[C@@H]1C[C@@](O)(C(=O)O)C[C@@H](O)[C@@H]1O | nt | nt | 5% | i | nt | nt | -6
O=[S+]1([O-])NC2(CCN(Cc3ccoc3)CC2)COc2ccccc21 | -3% | nt | 1% | i | -3% | i | 4
Cc1cccc(C(=O)N2CCCC(c3noc(COc4ccccc4F)n3)C2)c1 (stereo not given) | ? | 7% | -19% | i | 22% | ? | 0
Cc1ccccc1N1CCN(C(=O)c2cc3n(n2)CC(c2ccc(Cl)cc2)OC3)CC1 (stereo not given) | ? | -15% | -11% | -33% | ? | ? | 2
O=C(NC1CC1)C1COC2(CCN(C(=O)c3ccc(F)cc3)CC2)N1C(=O)c1cccc(F)c1 (stereo not given) | 0% | 2% | 1% | 2% | 2% | ? | 15
CCOC(=O)c1c(S(=O)(=O)N2CCC(C(=O)Nc3cccc(C#N)c3)CC2)c(C)n(C)c1C | nt | nt | -2% | nt | 19% | nt | -10
O=C(CCn1cncn1)N1CCC2(CC1)[C@H](O)C[C@@H]2OCCO | i | 0% | 2% | i | 7% | i | 0
CN(C)S(=O)(=O)N1CCC(c2cc(-c3ccccc3)n[nH]2)CC1 | ? | ? | 2% | i | 19% | ? | 0
O=C(c1ccc2c(c1)N(Cc1ccc(Cl)cc1)C(=O)c1ccccc1S2(=O)=O)N1CCOCC1 | nt | nt | -4% | nt | -14% | nt | 9
O=C1OCC2(CCN(Cc3ccn[nH]3)C2)N1Cc1ccccc1 (stereo not given) | 3%[172 µM] | -1%[172 µM] | 6%[87.6 µM] | 3%[88.5 µM] | 9%[87.6 µM] | ? | 0
CC(C)(C)c1ccc(C(=O)N2CCCCC2CCN2CCCCC2)cc1 (stereo not given) | nt | nt | -2% | nt | -2% | nt | -13
CCOc1ccc(OCC)c(NC(=O)C(NS(=O)(=O)c2ccc(Br)s2)c2ccccc2)c1 (stereo not given) | nt | nt | 8% | nt | 5% | nt | 9
Cc1ccc(OCC(=O)NCC2CCN(c3cnn(C)c(=O)c3)C2)cc1 (stereo not given) | 0% | -2% | -5% | i[11.5 µM] | -3% | -20% | -23
CCc1cccc(CC)c1N(COC)C(=O)Cn1c(C)nc2ccccc21 | nt | nt | -26% | nt | ? | nt | -33*
CSCC(=O)N[C@H]1CCN2C(=O)c3cc(-c4ccc5c(c4)OCO5)ccc3NC(=O)[C@H]12 | -1% | ? | 0% | -22% | -9% | ? | 5
COc1ccc(CCNC(=O)C(=O)NCC(c2ccco2)S(=O)(=O)c2ccccc2)cc1 (stereo not given) | nt | nt | 3% | nt | 5% | nt | -9
COc1ccc(NC(=O)N2CCC(O)(c3csc(CN4CCN(C)CC4)n3)CC2)cc1 | -3% | 8% | 3% | 0% | 3% | i | 15
Cc1nnc(-c2cc(-c3ccnn3C)ccn2)n1-c1ccccc1 | -26%[172 µM] | 3%[172 µM] | -1%[87.6 µM] | -1%[88.5 µM] | -27%[87.6 µM] | ? | -7
CCOc1ccc(-c2nc(SCC(=O)NCCOC)c(-c3ccc(OC)c(OC)c3)[nH]2)cc1 | nt | nt | 3% | nt | 43%[activator] | nt | 7
COCCn1ncc(N2CCC(C(=O)Nc3ccc(F)cc3F)C2)cc1=O (stereo not given) | i | 2% | 2% | 2% | -1% | 5% | 13
COc1ccc(CC(=O)N[C@@H]2CN(c3ccncn3)C[C@H]2CN(C)C)cc1OC | -2% | -8% | 1% | i | -8% | -9% | -5
CC(C)[C@@H]1CC[C@@H](C)C[C@@H]1P(=O)(c1ccccc1)c1ccccc1 | nt | nt | -5% | ? | -2% | nt | nt
COc1cccc(OCCSc2nc(C)c(Cc3ccccc3)c(=O)[nH]2)c1 | nt | nt | 17% | nt | 37%[activator] | nt | 1
O=C(C1CN(C2CCCCC2)C(=O)N1)N1CCc2ccccc2C1 (stereo not given) | 25µM* | nt | 11%[12.5 µM] | i | 4%[87.6 µM] | ? | 4
COCC1CN(C(C)=O)CC12CCN(S(=O)(=O)c1ccc(C#N)cc1)CC2 (stereo not given) | i | 0% | 2% | -5% | ? | i | 2
O=C(NCc1cccc(F)c1)c1c[nH]c2ncccc12 | ? | ? | 6%[87.6 µM] | -13%[88.5 µM] | 39%[activator][87.6 µM] | ? | 11
Cc1noc(-c2cn(C3CCN(C(=O)c4ccc(C(C)(C)C)cc4)CC3)nn2)n1 | ? | -8% | -19% | -2% | -5% | -25% | 18

Not all compounds are listed; the hit share may differ from the screen's.
